# CSM14.1 death rescue: rescue of cells from ER stress-induced death, primary screen, 384-well, CSM14.1, thapsigargin, ATP luminescence (AID 1222); CSM14.1 thapsigargin-induced death rescue, ATP luminescence; higher % means a stronger effect; one-dose cellular ATP content (survival), % at 20 µM; EC50 in µM for titrated hits; 190,000 tested, under 10 active;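 active = EC50 below 50 µM in the dose-response confirmation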;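 also: death triggered by thapsigargin at about 15 µM added after 2 h compound pretreatment; cell ATP read after overnight thapsigargin exposure of roughly 18 to 22 hours; normalized against plate controls of thapsigargin alone and 5% DMSO vehicle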
# Autophagy HCS: modulators of autophagy; MEF GFP-LC3 puncta imaging; test concentration mostly 10 µM; calls only at 10 µM (by protocol); 190,000 compounds, 0.98% hits; AID 463193;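 active = percentage of spot-positive cells more than 3 SD above its plate mean, without a fluorescence outlier flag or 80% toxicity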;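 also: spot-positive cell cutoff set from DMSO-treated cells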
# Dynein transport: blocks dynein driven cargo transport along microtubules; 3617.4 mouse cells, GR-EGFP nuclear translocation imaging; test concentration mostly 20 µM; stimulated with dexamethasone, 1 µM; active compounds read low; 220,000 compounds, 0.47% hits; z-score, hits read low;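 active = plate z-score of nuclear minus cytoplasmic receptor signal below a set negative limit, without overly bright fluorescence or cell loss, cut at about -3.5 in these data, passing the limit was not always enough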;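 also: z-score of nuclear minus cytoplasmic ring GR-EGFP intensity difference per well; some compounds called inactive have numbers as strong as hits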
#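 Also added: dexamethasone, 1.0 µM final. Medium: tet-free, stripped-serum medium. Detection: fixed, Hoechst-stained cells imaged at 10x for EGFP. Read-out: nuclear-to-cytoplasmic GR-EGFP distribution per well. Times: induction 48 h, compound 1 h, agonist 30 min.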
# Insulin prom up: MIN6 insulin promoter up-regulation | MIN6 insulin promoter-GFP reporter, high-content imaging; active compounds read high | AID 1625 | 190,000 compounds, 0.3% hits | z-score at 5 µM;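 active = z-score above 3 at 5 µM with at least 500 cells counted in the well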
# WT yeast gro inh: growth inhibition of WT yeast, mitochondrial fusion screen | 190,000 compounds, 2.1% hits | inhibition, % at 10 µM | mitochondrial fusion phenotypic screen, WT strain | AID 1362; in the data active = inhibition above about 58%; tested in S. cerevisiae
# MT stabilize HCS: microtubule stabilization, imaging screen. % tubulin-high responders, % at 10 µM. AID 2205. 200,000 compounds, 0.83% hits. HeLa tubulin immunostaining HCS, 24 h; share of cells brighter than vehicle mean+2SD;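 active = plate Z-score above 3 for both tubulin-high and condensed-nucleus cell shares, with cell loss under 80%, at 10 µM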;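 also: anti alpha tubulin signal scored within the nucleus-defined area of each cell; some results filed as inactive read as strong as hits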
# bCat nuc transl: alters nuclear translocation of beta-catenin in HeLa cells; immunofluorescence imaging; nuclear translocation activity, % at 5 µM; 190,000 compounds, 0.3% hits;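 active = nuclear translocation activity above 50% at 5 µM, with a well cell count of 50 or more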;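 also: per-cell ratio of nuclear to cytoplasmic median beta-catenin stain intensity; plate controls were DMSO negative control for no effect and GSK-3 inhibitor IX positive control for full effect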
#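 Technique: fluorescence imaging of beta-catenin antibody stain plus DAPI / Material: human HeLa cell line / Incubation: compound treatment 24 h, 37°C, 5% CO2 / Read-out basis: % activation of per-cell nuclear versus cytoplasmic median beta-catenin signal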
# Lipid droplet: hepatic lipid droplet formation modulation; AML12 mouse hepatocytes, oleate lipid droplets, BODIPY imaging; inhibition, % at 6.5 µM; 240,000 compounds, 0.4% hits;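 active = lipid droplet intensity inhibited by at least 50%, with more than 500 cells counted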
#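 Assay system: AML12 hepatocytes (mouse) / Also added: 100 µM oleic acid challenge / Times: overnight treatment with compound plus oleate / Detection: high-content imaging of BODIPY-stained droplets and DAPI nuclei / Evaluation: % inhibition of lipid droplet signal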
# XIAP displacement: XIAP antagonists, biochemical, IAP family, fluorescence polarization (AID 1018) | 200,000 compounds, 0.007% hits | displacement, % at 20 µM; hits with a dose series show IC50 in µM | XIAP BIR domain, fluorescence polarization peptide displacement; higher % means a stronger effect; in the data active = displacement above about 50%; also: a part of the inactive calls stands beside numbers as strong as those of hits
# WT yeast gro inh mutant strain: also measured in WT yeast gro inh; calls as there; inhibition, %; mitochondrial fusion phenotypic screen, mutant strain inhibition
# Dynein transport cytoplasmic EGFP: recorded beside Dynein transport, whose call it bears; z-score; measured here: cytoplasmic GR-EGFP intensity; active compounds read high
# Dynein transport nuclear GR-EGFP: also measured in Dynein transport; calls as there; z-score; measured here: nuclear GR-EGFP intensity;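 lower value marks the stronger effect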
# Dynein transport cell count: second read-out of Dynein transport, no call of its own (marks repeat the call); z-score; measured here: cell count per field
# Insulin prom up cell count: recorded beside Insulin prom up, whose call it bears; cell count; measured here: cytotoxicity, nuclei count;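 total cells summed across four imaged fields per well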
# Lipid droplet cells 6.5 µM: further read-out of Lipid droplet, marked with its call; cell count; measured here: cell count, cytotoxicity flag;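 cells counted across two imaged fields per well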
# bCat nuc transl cell count 5 µM: further read-out of bCat nuc transl, marked with its call; cell count; measured here: cell count, cytotoxicity flag
# MT stabilize HCS Hoechst-high %: recorded beside MT stabilize HCS, whose call it bears; % Hoechst-high responders; measured here: nuclear condensation Hoechst responders;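 share of cells brighter than vehicle mean plus two SD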
# MT stabilize HCS cytotoxicity %: recorded beside MT stabilize HCS, whose call it bears; toxicity, %; measured here: cytotoxicity by cell density;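 0% = mean cell density of plate MIN control wells and 100% = no cells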
# Autophagy HCS cell loss 18 h: also measured in Autophagy HCS; calls as there; toxicity, %; measured here: cell loss, nuclei count;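 cell loss after 18 h compound exposure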
# Starred values were filed as active, the others as inactive; i = inactive; / = not tested or not shown. Random draw from the library; 4% or so of the library scored in one or more.
SMILES,CSM14.1 death rescue,Autophagy HCS,Autophagy HCS cell loss 18 h,Dynein transport,Dynein transport cytoplasmic EGFP,Dynein transport nuclear GR-EGFP,Dynein transport cell count,Insulin prom up,Insulin prom up cell count,WT yeast gro inh,WT yeast gro inh mutant strain,MT stabilize HCS,MT stabilize HCS Hoechst-high %,MT stabilize HCS cytotoxicity %,bCat nuc transl,bCat nuc transl cell count 5 µM,Lipid droplet,Lipid droplet cells 6.5 µM,XIAP displacement
COc1ccc(S(=O)(=O)N(C)c2ccc(C(=O)NCC3CCCO3)cc2)cc1 (stereo not drawn),-0.3%,i,-5,0.28,-0.25,0.28,-0.55,-0.33,1256,-4,-22,3.7,1.6,7.3,-0.7,1164,1,738,-3.0%
CN(CC(=O)NCc1cccs1)S(=O)(=O)c1cccc2nsnc12,-0.2%,i,1,-1.2,0.094,-0.28,0.3,1.1,1539,0,9,2.3,1.7,13,-2.9,882,/,/,-1.0%
CCc1nnc(NC(=O)c2cc(-c3ccco3)nc3ccccc23)s1,0.4%,i,13,1.1,0.041,0.76,-2,0.09,1689,11,-3,5.9,2.3,2.2,-0.5,1129,-7,684,-2.1%
Cc1nn(C)cc1/C=N\NC(=O)Cc1ccc([N+](=O)[O-])cc1,-3.5%,i,-7,-0.47,-0.3,-0.22,0.39,0.15,1278,1,-3,0.5,3.4,7.7,1.0,498,-3,678,5.5%
O=C(CN1CCOCCOCCOCCOCC1)Nc1ccccc1,-0.3%,i,-1,-0.27,-0.26,-0.78,0.18,/,/,-7,-1,3.7,2.4,2.9,-0.9,559,-2,771,-2.8%
O=C1N/C(=N/N=C/c2ccc(O)cc2)SC1Cc1ccccc1 (stereo not drawn),/,/,/,-0.54,-0.22,-0.27,0.95,0.07,1534,/,/,/,/,/,-1.2,1024,1,671,/
O=C(CN1CCN(C(=O)C2COc3ccccc3O2)CC1)Nc1ccc(F)cc1 (stereo not drawn),/,/,/,-0.84,-0.28,-0.63,1.1,0.56,1463,/,/,/,/,/,2.4,1366,-3,715,/
CCN(CC)S(=O)(=O)c1cccc(-c2nnc(SCC(N)=O)n2N)c1,/,/,/,-0.51,-0.78,-0.59,-0.066,0.38,761,/,/,/,/,/,-0.4,1324,0,669,/
O=C(O)COc1ccc2c(c1)OCCO2,-0.2%,i,6,0.15,-0.21,0.24,0.059,1.2,1123,2,-6,1.5,1.5,6.6,-2.6,1128,/,/,-1.2%
CCOC(=O)c1ccc(NS(=O)(=O)c2cccc3nsnc23)cc1,-2.8%,i,6,-0.096,-0.21,-0.11,0.25,-0.01,1633,-34,-3,2.5,2.4,7.2,1.3,949,5,653,-5.5%
CCN(c1ccccc1)S(=O)(=O)c1ccc(C(=O)NCC(c2cccs2)N(C)C)cc1 (stereo not drawn),0.0%,i,1,0.62,-0.16,0.7,-0.31,0.36,1334,-23,-19,3.9,3.0,9.6,0.8,1150,7,671,-3.8%
COc1ccccc1OCCNS(=O)(=O)c1ccc2oc3ccccc3c2c1,2.4%,i,3,0.21,-0.23,0.37,0.29,0.58,1531,45,13,2.2,1.6,12,-2.4,1077,-29,662,0.0%
CC(C)C(NC(=O)C1CCCCC1)C(=O)Nc1ccc2c(c1)OCCO2 (stereo not drawn),-3.4%,i,-7,0.86,-0.17,0.6,-0.35,-0.63,1132,9,13,2.2,2.1,21,1.5,1418,/,/,-1.0%
CC(C)Sc1nc2c(c(=O)[nH]c(=O)n2C)n1Cc1ccc(Cl)cc1,3.7%,i,-15,-0.34,-0.11,0.26,0.33,0.58,1234,-13,7,6.4,2.4,12,1.0,1175,/,/,-4.9%
COc1ccccc1N1CCN(C2=Nc3cccc4cccc2c34)CC1,0.5%,i,5,-1.4,-0.32,-0.73,1.1,-0.31,1237,48,28,4.1,2.1,12,0.0,1075,-4,707,-4.4%
CSc1cc(-c2ccccc2)n(Cc2c(Cl)cccc2Cl)c(=O)c1C#N,-1.5%,i,55,-0.77,0.28,-0.51,0.58,-1.9,584,-10,-38,40*,25*,34*,/,/,8,813,-0.4%
CCCCCc1cc(O)c2c(C)cc(=O)oc2c1,-2.9%,i,7,-0.41,-0.37,0.095,0.49,-1.8,1326,-1,0,4.4,3.8,0.5,2.3,941,-4,676,-1.7%
c1ccc(-c2ccc(OCCCn3cncn3)cc2)cc1,-0.8%,i,-2,-0.72,-0.28,-0.12,0.21,0.72,1247,-10,19,1.3,2.3,29,0.5,862,-16,763,-9.1%
CCn1c(=O)c(C(=O)CN(C)Cc2ccc(F)cc2)c(N)n(Cc2ccccc2)c1=O,0.3%,i,-9,-1.2,-0.16,-0.67,-0.16,-0.05,1287,-15,-6,3.7,3.6,0.8,-3.3,1143,6,688,-6.8%
COc1ccc(-c2csc(N(Cc3ccco3)C(=O)c3cccs3)n2)cc1,/,/,/,-0.41,0.073,0.34,0.075,-0.38,977,/,/,/,/,/,-0.9,1246,-9,682,/
CCCC1CC(C)(C(=O)CSc2n[nH]c(-c3ccccc3)n2)OC1=O (stereo not drawn),0.7%,i,6,0.11,-0.2,0.36,0.45,0.32,727,-11,-2,3.4,2.9,2.8,-1.7,961,5,799,-4.2%
CCc1ccc2c(CC(=O)Nc3nnc(C4CC4)s3)coc2c1,-1.1%,i,3,-0.81,-0.053,-1,0.039,-0.16,1275,1,0,1.9,2.4,4.7,-1.0,1394,/,/,-2.9%
O=C1CNC(=O)/C1=C/c1ccc(Br)cc1,/,/,/,1.9,-0.16,1.2,-1.7,0.1,1105,/,/,/,/,/,-0.1,1362,-1,708,/
COCC(=O)N1CCN(c2cccc(Cl)c2)CC1,-0.8%,i,-11,0.96,-0.078,0.95,-0.39,0.09,1520,9,2,2.9,1.5,8.7,0.2,1475,/,/,-2.9%
CCOC(=O)CCSc1nc(-c2ccc3c(c2)OCO3)cc(C(F)(F)F)c1C#N,-0.8%,i,1,-1.3,-0.24,-0.56,1.4,0.99,1240,4,11,2.5,2.1,12,-4.2,927,/,/,-7.0%
C[C@@H](CN1C2=NC[C@H](Cc3ccc(O)cc3)N2C[C@H]1Cc1ccc(O)cc1)NC(=O)CCC1CCCCC1,-2.6%,i,-13,-0.99,-0.32,-0.36,0.64,-0.17,1447,-1,0,3.0,1.5,7.5,0.3,1132,-2,720,-5.8%
CNC(=O)C1CC(=O)N(Cc2ccccc2)C(=Nc2ccc(OC)cc2)S1 (stereo not drawn),-0.2%,i,36,1,-0.51,-0.026,0.92,0.16,1531,42,35,5.3,2.1,13,-2.0,939,/,/,-0.1%
CC(C)(C)C(=O)NC(=S)Nc1cccc(C(=O)O)c1,0.0%,i,7,0.94,-0.017,0.59,-0.15,/,/,3,4,3.2,2.0,5.1,1.6,908,3,709,-13%
O=C(Nc1cccc(O)c1)c1cnn2cccnc12,-2.5%,i,-7,-2.1,0.096,-1,-0.14,/,/,25,15,1.4,1.1,9.4,-10,1041,9,777,-8.2%
CCN(CC)CCSc1nnc2c3cc(C)ccc3n(Cc3ccccc3)c2n1,/,/,/,0.24,-0.11,0.23,-0.26,-0.96,915,/,/,/,/,/,1.4,1246,2,690,/
CCn1c(COc2ccccc2)nnc1SCC(=O)NCc1ccco1,-0.7%,i,16,0.58,-0.35,-0.25,0.63,0.67,1500,-4,-12,1.9,1.4,3.7,-0.4,1493,0,729,-7.9%
CCOC(=O)C1=C(N)Oc2cc(O)ccc2C1c1cccc([N+](=O)[O-])c1 (stereo not drawn),-1.7%,i,-19,-0.49,-0.3,-0.11,0.68,1.1,1307,39,19,15*,40*,35*,4.4,1309,-3,584,-14%
CCOC(=O)c1cn(CC)c2cc(F)c(F)cc2c1=O,/,/,/,0.31,-0.27,0.54,0.16,0.48,1022,/,/,/,/,/,1.1,1334,1,748,/
CC(NC(=O)Cn1cc(C(F)(F)F)ccc1=O)c1ccc(F)cc1 (stereo not drawn),1.6%,i,0,-1,-0.021,-0.46,0.48,0.7,1220,-16,6,2.9,2.1,7.1,-1.3,1126,2,715,-14%
CNc1nc(OCCNC(=O)Nc2ccccc2)nc(N2CCOCC2)n1,-1.0%,i,2,-0.3,-0.11,0.04,1.1,0.35,925,10,7,3.3,2.1,2.2,/,/,/,/,0.3%
Cn1ncc2c(Nc3ccc(O)cc3)nc(Cl)nc21,/,/,/,-0.26,-0.26,-0.18,0.39,0.07,1509,/,/,/,/,/,-2.0,1159,18,881,/
COc1ccc(OCC(=O)N/N=C(\C)c2cc3ccccc3o2)cc1,-3.8%,i,4,-0.12,-0.083,0.73,-0.38,-0.63,1369,5,-17,4.0,3.2,6.4,/,/,8,701,-9.1%

# Some of these compounds in order of their number in XIAP displacement, largest number first.
smiles | XIAP displacement
CNC(=O)C1CC(=O)N(Cc2ccccc2)C(=Nc2ccc(OC)cc2)S1 (stereo not drawn) | -0.1%
CCOC(=O)CCSc1nc(-c2ccc3c(c2)OCO3)cc(C(F)(F)F)c1C#N | -7.0%
CCOC(=O)C1=C(N)Oc2cc(O)ccc2C1c1cccc([N+](=O)[O-])c1 (stereo not drawn) | -14%

# Screening data as filed in PubChem.
